Bioassay records as filed in PubChem.
T cruzi growth: T. cruzi proliferation inhibition. T. cruzi beta-gal in NIH3T3, GalScreen luminescence, 90 h. inhibition, % at 8.34 µM. 77,000 compounds, 5.9% hits. AID 624255;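 active = mean inhibition above about 93%, with at least 55% of replicates each passing it, limit read from the data, passing the limit was not always enough; inconclusive = only one of those two conditions holds; inactive = neither condition holds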
Pf Dd2 inh: blocks growth of Plasmodium falciparum Dd2 parasites. activity change, % at 10 µM. 94,000 compounds, 2.3% hits. P. falciparum Dd2 growth, SYBR Green, 72 h; stronger effect = lower value. AID 1159554; in the data active = activity change below about -80%; inconclusive = no clear call, values can overlap the other calls
C diff growth: blocks growth of Clostridium difficile. Clostridium difficile clinical isolate growth, OD600, 24 h; stronger effect = lower value. growth activity, negative = inhibition, % at 16 µg/mL (by protocol). 86,000 compounds, 0.25% hits;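 active = mean growth activity at or below -80% and every replicate also at or below -80%; inconclusive = mean at or below -80% but some replicate above -80%; inactive = mean growth activity above -80%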;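 note: 0% = DMSO wells and -100% = levofloxacin 16 µg/mL wells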
KDM4C inh: inhibitors of human demethylase GASC-1 KDM4C | Q9H3R0 | GST-KDM4C 2-372, H3K9me3 peptide, LANCE TR-FRET | inhibition, % at 12.5 µM | 96,000 compounds, 0.15% hits;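 active = mean replicate inhibition above about 25%, with at least 55% of replicates also reaching it, limit read from the data, passing the limit was not always enough; inconclusive = only one of those two conditions met; inactive = neither condition met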
Target sequence (Q9H3R0 2-372 limits assumed): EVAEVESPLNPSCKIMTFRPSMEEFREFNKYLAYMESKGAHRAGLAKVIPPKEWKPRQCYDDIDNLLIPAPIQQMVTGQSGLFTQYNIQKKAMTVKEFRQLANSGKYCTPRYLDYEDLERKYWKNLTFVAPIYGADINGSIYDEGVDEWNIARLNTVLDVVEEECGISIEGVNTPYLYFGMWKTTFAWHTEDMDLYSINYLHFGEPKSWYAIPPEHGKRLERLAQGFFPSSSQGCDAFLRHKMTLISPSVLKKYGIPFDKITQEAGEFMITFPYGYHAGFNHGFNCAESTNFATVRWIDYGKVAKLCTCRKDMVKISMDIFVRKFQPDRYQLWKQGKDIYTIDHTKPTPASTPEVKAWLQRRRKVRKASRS
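System: N-terminal GST-fused human GASC-1 (KDM4C) fragment, residues 2-372 / Amount: 10 nM GST-KDM4C in enzyme reaction / Also added: H3K9me3 peptide with Fe(II)/2OG / Times: 30 min demethylation and 1 h detection at room temperature / Signal: LANCE TR-FRET / Read-out basis: Fall in 671/618 emission ratio as inhibition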
Numbers without * were called inactive; ? = inconclusive; nt = not tested or not shown; & = joins results of further samples.

SMILES | T cruzi growth | Pf Dd2 inh | C diff growth | KDM4C inh
C[C@H]1CN([C@@H](C)CO)C(=O)Cc2cc(NC(=O)CCN3CCOCC3)ccc2O[C@@H]1CN(C)Cc1ccccc1 | 27 | -23 | -1 | 5.6
COc1cccc(S(=O)(=O)Nc2ccc3c(c2)[C@@H]2C[C@@H](CC(=O)NCc4cccc(F)c4)O[C@@H](CO)[C@@H]2O3)c1 | 85 | -37 | 3 | -2.7
CCC(=O)N(C)C[C@H]1Oc2cc(-c3cccnc3)ccc2S(=O)(=O)N([C@H](C)CO)C[C@H]1C | 11 | 30 | 2 | nt
CN(C)CC(=O)N1CC(=O)N2[C@@H](CO)[C@H](c3ccc(-c4ccc(C#N)cc4)cc3)[C@@H]2C1 | nt | 22 | -2 | -0.9
O=S(=O)(Cc1ccccc1)NCC[C@H]1CC[C@H](NS(=O)(=O)c2ccc(F)cc2)[C@H](CO)O1 | 15 | -13 | -3 | 4.8
CC(C)NC(=O)Nc1ccc2c(c1)C(=O)N([C@@H](C)CO)C[C@H](C)[C@H](CN(C)C)OCCCC[C@H](C)O2 | 22 | 19 | -1 | -0.5
C[C@@H]1CCCCO[C@H](CN(C)C(=O)C2CCCCC2)[C@@H](C)CN([C@@H](C)CO)C(=O)c2cc(NS(=O)(=O)c3ccc(F)cc3)ccc2O1 | 57 | -74 | -9 | 0.7
O=C(Cc1ccncc1)NCC[C@H]1CC[C@@H](NC(=O)C2CCC2)[C@@H](CO)O1 | -26 | 12 | nt | 6.5
CC(=O)N1[C@H](CO)[C@H](c2ccccc2)C12CN(C(=O)c1cnccn1)C2 | nt | -20 | 0 | -0.1
C[C@@H]1CN([C@@H](C)CO)S(=O)(=O)c2ccc(-c3ccncc3)cc2O[C@@H]1CN(C)C | 7 | 1 | -5 | 0.1
COc1ccccc1NC(=O)N1CC(=O)N2[C@H](CO)[C@H](c3ccc(C#CC4CC4)cc3)[C@@H]2C1 | nt | -15 | -4 | 0.8
CCNC(=O)C[C@@H]1CC[C@H](NC(=O)C2CC2)[C@H](CO)O1 | 46 | -4 | nt | -0.5
COc1ccc2c3c([nH]c2c1)[C@@H](CO)N(C(C)=O)CC31CCN(C(=O)c2cccc(F)c2)CC1 | nt | -26 | 4 | 1.3
Cc1noc(C)c1NC(=O)N(C)C[C@H]1Oc2c(NC(=O)C3CCOCC3)cccc2C(=O)N([C@@H](C)CO)C[C@@H]1C | -93 | 23 | -2 | -2.6
COc1ccc(S(=O)(=O)Nc2ccc3c(c2)C(=O)N([C@@H](C)CO)C[C@@H](C)[C@H](CN(C)Cc2ccc(C(=O)O)cc2)OCCCC[C@H](C)O3)cc1 | 86 | 18 | -3 | 0.7
CN(C)C(=O)C[C@H]1CC[C@H](NC(=O)NC2CCCCC2)[C@H](CO)O1 | nt | -4 | 3 | -1.1
C[C@@H]1CN([C@H](C)CO)C(=O)c2cc(N(C)C)ccc2O[C@@H](C)CCCCO[C@@H]1CN(C)C(=O)Cc1ccccc1 | 21 | nt | -1 | 3.3
C[C@@H]1CN([C@@H](C)CO)C(=O)c2cc(C#Cc3cccnc3)cnc2O[C@@H]1CN(C)S(=O)(=O)c1ccccc1F | 68 | -44 | 2 | -2.0
C[C@@H]1CCCCO[C@H](CN(C)C)[C@@H](C)CN([C@H](C)CO)C(=O)c2cc(NC(=O)C3CCCCC3)ccc2O1 | 1 | 40 | -3 | 0.3
C[C@H](CO)N1C[C@H](C)[C@H](CN(C)S(=O)(=O)c2ccccc2F)Oc2ncc(C#Cc3ccccc3)cc2C1=O | -10 | -55 | 3 | nt
COc1ccc2c3c([nH]c2c1)[C@@H](CO)N(C(=O)C1CCCCC1)CC31CCN(C(=O)NC(C)C)CC1 | nt | -35 | 18 | -0.7
CCS(=O)(=O)N[C@@H]1CC[C@@H](CC(=O)Nc2ccc(-c3ccccc3)cc2)O[C@@H]1CO | 20 | -75 | nt | 1.0
O=C(C1CCCCC1)N1CC(=O)N2[C@H](C1)[C@H](c1ccc(-c3cccnc3)cc1)[C@@H]2CO | nt | 18 | -2 | -1.4
CN1C(=O)c2cc(NC(=O)c3cscn3)ccc2OC[C@@H]2O[C@@H](CC(=O)N3CCOCC3)CC[C@@H]21 | 6 | 17 | -10 | 1.1
CO[C@@H]1CN(C)C(=O)c2ccc(NS(=O)(=O)c3ccc(Cl)cc3)cc2OC[C@@H](C)NC[C@@H]1C | -8 | 20 | -8 | 1.0

Compound profiles (already shown). Order of screens: T cruzi growth | Pf Dd2 inh | C diff growth | KDM4C inh
CN1C(=O)c2cc(NC(=O)c3cscn3)ccc2OC[C@@H]2O[C@@H](CC(=O)N3CCOCC3)CC[C@@H]21 is entered as 6 | 17 | -10 | 1.1
O=C(C1CCCCC1)N1CC(=O)N2[C@H](C1)[C@H](c1ccc(-c3cccnc3)cc1)[C@@H]2CO is entered as nt | 18 | -2 | -1.4
COc1ccc(S(=O)(=O)Nc2ccc3c(c2)C(=O)N([C@@H](C)CO)C[C@@H](C)[C@H](CN(C)Cc2ccc(C(=O)O)cc2)OCCCC[C@H](C)O3)cc1 is entered as 86 | 18 | -3 | 0.7
CN(C)CC(=O)N1CC(=O)N2[C@@H](CO)[C@H](c3ccc(-c4ccc(C#N)cc4)cc3)[C@@H]2C1 is entered as nt | 22 | -2 | -0.9

(cont.)
SMILES | T cruzi growth | Pf Dd2 inh | C diff growth | KDM4C inh
O=C(C[C@H]1CC[C@@H]2[C@H](COC[C@H](O)CN2C(=O)c2ccc(F)cc2)O1)N1CCCCC1 | -5 | 15 | 2&-6 | 0.4
COc1ccc(S(=O)(=O)Nc2cccc3c2O[C@@H](CN(C)C(=O)Nc2ccc(C(F)(F)F)cc2)[C@@H](C)CN([C@@H](C)CO)C3=O)cc1 | -98 | -4 | 11 | -2.6
Cc1cccc(NC(=O)Nc2ccc3c(c2)C(=O)N(C)[C@@H]2CC[C@H](CC(=O)O)O[C@@H]2CO3)c1 | 19 | 1 | 18 | -1.3
CCCC(=O)Nc1ccc2c(c1)C(=O)N(C)C[C@H](OC)[C@H](C)CN(Cc1ccc(-c3ccccn3)cc1)[C@H](C)CO2 | nt | -20 | nt | 0.8
C[C@H](CO)N1C[C@H](C)[C@H](CN(C)Cc2ccc(C(=O)Nc3ccccc3N)cc2)Oc2ccc(N(C)C)cc2C1=O | 71 | -68 | -1 | -1.7
CN(C)C(=O)C[C@@H]1C=C[C@H](NC(=O)C2CCC2)[C@@H](CO)O1 | -71 | 10 | -2 | nt
Cc1noc(C)c1NC(=O)N(C)C[C@@H]1Oc2c(NC(=O)C3CCOCC3)cccc2C(=O)N([C@H](C)CO)C[C@H]1C | -107 | 30 | -2 | -0.8
CCCNC(=O)C[C@@H]1C[C@@H]2c3cc(NS(C)(=O)=O)ccc3O[C@@H]2[C@H](CO)O1 | -48 | 6 | 0 | 1.8
C[C@H]1CCCCO[C@@H](CN(C)CC2CCCCC2)[C@@H](C)CN([C@@H](C)CO)C(=O)c2cc(NS(=O)(=O)c3ccc(Cl)cc3)ccc2O1 | 21 | -64 | -6 | -0.5
O=C(NC[C@H]1CC[C@@H]2[C@@H](CN2Cc2cc(-c3ccccc3)on2)O1)c1ccc2c(c1)OCO2 | nt | 8 | 6 | nt
C[C@H]1CN([C@@H](C)CO)C(=O)c2cc(-c3ccccc3F)cnc2O[C@H]1CN(C)C(=O)c1cnccn1 | nt | 25 | -5 | 0.7
C[C@H]1CN([C@@H](C)CO)C(=O)c2cccc(NC(=O)Nc3ccc(F)cc3)c2O[C@@H]1CN(C)Cc1ccc(Oc2ccccc2)cc1 | ? | -21 | nt | -1.1
CC(=O)N(C)C[C@@H]1Oc2ncc(C#Cc3cccc(F)c3)cc2C(=O)N([C@@H](C)CO)C[C@H]1C | 31 | 5 | -7 | -0.1
CCCNC(=O)C[C@H]1C[C@H]2c3cc(NC(=O)C4CCOCC4)ccc3O[C@H]2[C@@H](CO)O1 | nt | 15 | -2 | -0.9
Cc1noc(C)c1NC(=O)N(C)C[C@H]1Oc2c(NC(=O)Nc3ccc(F)cc3)cccc2C(=O)N([C@@H](C)CO)C[C@@H]1C | -11 | 43 | 13 | -0.5
C[C@@H]1CN([C@H](C)CO)C(=O)c2cc(NC(=O)Nc3ccc4c(c3)OCO4)ccc2O[C@@H](C)CCCCO[C@H]1CN(C)C(=O)Cc1ccccc1 | 6 | 7 | 7 | 15
CCCNC(=O)N1[C@H](CO)[C@H](c2ccccc2)[C@H]1CNC(=O)C1CCCC1 | nt | 19 | 3 | 1.2
COc1cccc(C#Cc2ccc3c(c2)O[C@@H](CN(C)C(=O)CN2CCOCC2)[C@H](C)CN([C@H](C)CO)S3(=O)=O)c1 | 6 | -52 | 19 | -0.9
C[C@@H]1CN([C@@H](C)CO)C(=O)c2cc(NC(=O)CCC(F)(F)F)ccc2O[C@H]1CN(C)Cc1ccc(Oc2ccccc2)cc1 | -91 | -19 | -6 | 0.4
C[C@H](CO)N1C[C@H](C)[C@H](CN(C)Cc2ccc(Cl)c(Cl)c2)Oc2ccc(NC(=O)Cn3cnnn3)cc2CC1=O | 92 | 10 | -9 | -1.0
COc1ccc(-c2cnc3c(c2)C(=O)N([C@H](C)CO)C[C@H](C)[C@H](CN(C)C(=O)Nc2ccc4c(c2)OCO4)O3)cc1 | -41 | -7 | -7 | 1.6
C[C@H](CO)N1C[C@H](C)[C@@H](CN(C)Cc2ccncc2)Oc2cc(C#CC(C)(C)O)ccc2S1(=O)=O | 50 | -12 | 7 | -1.7
CNC(=O)C[C@H]1CC[C@H]2[C@@H](COc3ccc(NC(=O)c4cccc(OC)c4)cc3C(=O)N2C)O1 | 3 | -12 | 0 | -0.6
O=C(C1CC1)N1C[C@H]2[C@@H](c3ccccc31)[C@H](CO)N2C(=O)c1cccc(F)c1 | -16 | 18 | -7 | 2.6
Cc1cccc(-c2ccc([C@H]3[C@H]4CN(S(=O)(=O)c5cccc(F)c5)CC(=O)N4[C@H]3CO)cc2)c1 | nt | -1 | 16 | -1.7
The listing continues:
SMILES | T cruzi growth | Pf Dd2 inh | C diff growth | KDM4C inh
Cc1ccc(S(=O)(=O)Nc2ccc3c(c2)CC(=O)N([C@@H](C)CO)C[C@@H](C)[C@H](CN(C)Cc2ccc(Cl)c(Cl)c2)O3)cc1 | 9 | 2 | 62 | -0.9
CC(=O)N[C@@H]1CC[C@H](CCNC(=O)C2CCCC2)O[C@@H]1CO | nt | -19 | 1 | 5.5
C/C=C/c1ccc2c(c1)O[C@H](CN(C)C(=O)c1ccccn1)[C@@H](C)CN([C@@H](C)CO)S2(=O)=O | 23 | 1 | 5 | -0.6
CCC(=O)N1[C@H](CO)[C@@H]2c3ccccc3N(C(=O)CC(F)(F)F)C[C@@H]21 | -46 | -3 | -4 | -0.1
C[C@@H]1CCCCO[C@H](CN(C)Cc2ccc(C(=O)O)cc2)[C@H](C)CN([C@H](C)CO)C(=O)c2cc(NC(=O)Nc3cccc4ccccc34)ccc2O1 | 22 | -53 | -3 | 0.4
CN1C(=O)c2cc(NC(=O)c3cnccn3)ccc2OC[C@H]2O[C@@H](CC(=O)N[C@@H]3CCN(Cc4ccccc4)C3)CC[C@@H]21 | nt | -3 | -5 | 2.8
O=C(C[C@H]1C=C[C@H](NC(=O)CN2CCOCC2)[C@@H](CO)O1)NCCc1ccccc1 | 22 | 7 | -1 | 0.6
CO[C@H]1CN(C)C(=O)c2ccc(NS(=O)(=O)c3ccc(C)cc3)cc2OC[C@@H](C)N(Cc2nccs2)C[C@@H]1C | 1 | 1 | nt | 0.1
COc1ccc(S(=O)(=O)Nc2ccc3c(c2)C(=O)N([C@H](C)CO)C[C@H](C)[C@@H](CN(C)CC2CCCCC2)O3)cc1 | 43 | 9 | 4 | nt
C[C@@H]1CN([C@H](C)CO)C(=O)c2cc(-c3cncnc3)cnc2O[C@H]1CN(C)C(=O)Cc1cccnc1 | -110 | 31 | 0 | -0.4
C[C@@H]1CCCCO[C@@H](CN(C)C(=O)Nc2ccc3c(c2)OCO3)[C@H](C)CN([C@@H](C)CO)C(=O)c2cc(NS(=O)(=O)c3cn(C)cn3)ccc2O1 | 23 | 15 | 2 | -3.5
CN(C)C(=O)c1cccc(-c2ccc(C3[C@@H]4CN(Cc5ccccc5F)C[C@H]3N4)cc2)c1 (some centres not stated) | nt | -55&0 | 59&56 | 4.2&-1.8
Cc1cccc(-c2ccc([C@H]3[C@@H](CO)N4CCCCN(S(=O)(=O)c5cccs5)C[C@@H]34)cc2)c1 | 88 | 0 | 1 | -0.9
O=C(c1ccc2c(c1)OCO2)N1CC[C@H]2[C@H](CO)Nc3ccc(-c4ccccc4)cc3[C@H]21 | 85 | 2 | -6 | -1.0
CCCN1C[C@H](C)[C@H](OC)CN(C)C(=O)c2ccc(NC(=O)COC)cc2OC[C@H]1C | 11 | nt | -1 | -0.9
